Compound activity (PubChem BioAssay)
MrgX1 agonist – human MrgX1 receptor agonism, primary screen; B-score at 10 µM; MrgX1-HEK293 cells, Fluo-4 calcium fluorescence, agonist mode; active compounds read high; Q96LB2; 0.44% of 310,000 active;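 active = calcium response B-score plate-corrected fluorescence ratio at least 3 library SD, with starting fluorescence B-score inside 5 SD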
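Test system: HEK293 cells stably expressing human MrgX1 receptor; Input: fifteen thousand cells per well; Dosing: compound delivered in addition one of three; Schedule: overnight seeding, then 1 h dark dye loading; Technique: Fluo-4 NW calcium fluorescence; Measure: B-scored fluorescence response ratio; Controls: positive and negative controls per plate.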
SKKanGAS inh – SKKanGAS growth inhibition; S. pyogenes SKKanGAS, kanamycin growth, BacTiter-Glo, 6 h; inhibition, % at 7.5 µM; 1.3% of 300,000 active; AID 1662;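 active = mean replicate score, as percent of positive control median, at least 50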;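 also: strain carries kanamycin resistance gene driven by streptokinase promoter and grows in 40 µg/ml kanamycin; loss of luminescence reflects streptokinase promoter inhibition or plain growth inhibition; 0% = median of DMSO wells and 100% = positive control at its reference dose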
TMEM16A act – activators or potentiators of mouse TMEM16A chloride channel; Q8BHY3; HEK293 TMEM16A/YFP-H148Q/I152L, iodide quench fluorescence; active compounds read low; B-score at 10 µM; 0.3% of 340,000 active; AID 623877;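 active = fluorescence-ratio B-score plate-corrected deviation score at least 3 library SD below zero, with starting fluorescence score within 5 deviations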;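 also: channel opened by trigger with iodide after compound preincubation; score built on the fluorescence ratio of max minus min over baseline; more negative score means more quench and so TMEM16A activation or potentiation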
Target sequence (Q8BHY3 whole entry, looked up): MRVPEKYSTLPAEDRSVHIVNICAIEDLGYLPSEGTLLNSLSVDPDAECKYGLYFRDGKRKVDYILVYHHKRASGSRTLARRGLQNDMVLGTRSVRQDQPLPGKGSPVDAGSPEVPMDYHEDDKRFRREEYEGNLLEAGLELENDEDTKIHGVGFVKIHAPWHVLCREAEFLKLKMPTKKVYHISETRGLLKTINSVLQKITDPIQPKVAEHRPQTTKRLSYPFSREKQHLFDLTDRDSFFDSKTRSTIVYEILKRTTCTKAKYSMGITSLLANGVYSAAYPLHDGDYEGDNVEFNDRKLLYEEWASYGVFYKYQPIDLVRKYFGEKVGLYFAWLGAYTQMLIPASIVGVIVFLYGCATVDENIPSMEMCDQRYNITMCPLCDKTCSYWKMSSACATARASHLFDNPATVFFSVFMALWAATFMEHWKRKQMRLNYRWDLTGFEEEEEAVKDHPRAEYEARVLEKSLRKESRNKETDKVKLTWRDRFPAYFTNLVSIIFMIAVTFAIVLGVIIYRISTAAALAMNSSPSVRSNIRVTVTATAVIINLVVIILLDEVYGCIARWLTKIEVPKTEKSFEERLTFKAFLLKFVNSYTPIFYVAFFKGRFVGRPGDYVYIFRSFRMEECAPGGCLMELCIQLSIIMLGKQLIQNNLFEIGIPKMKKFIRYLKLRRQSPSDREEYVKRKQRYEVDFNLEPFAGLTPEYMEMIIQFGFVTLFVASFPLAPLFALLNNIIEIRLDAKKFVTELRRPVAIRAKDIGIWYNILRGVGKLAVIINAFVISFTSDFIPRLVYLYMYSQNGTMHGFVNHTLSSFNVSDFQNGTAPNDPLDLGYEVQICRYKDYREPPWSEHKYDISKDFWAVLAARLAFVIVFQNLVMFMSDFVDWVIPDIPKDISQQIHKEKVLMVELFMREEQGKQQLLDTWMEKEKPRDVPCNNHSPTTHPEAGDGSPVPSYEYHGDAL
MrgX1 antag – antagonists of human MrgX1 receptor | B-score at 10 µM | 1.3% of 310,000 active | MRGX1-HEK293 calcium flux, Fluo-4, BAM8-22 antagonism; active compounds read low | AID 588676;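 active = calcium-response B-score plate-corrected more than 3 library SD below zero, starting fluorescence within 5 deviations, no agonist response on first addition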;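 also: peak minus trough fluorescence over baseline after final BAM8-22 challenge near maximal dose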
TRPC4 agonist – opens the mouse TRPC4 cation channel. Q9QUQ5. HEK293 TRPC4beta/mu-opioid, Fluo4 calcium fluorescence; active compounds read high. B-score at 10 µM. 0.49% of 310,000 active;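 active = B-score above 5 SD of library B-scores, and initial fluorescence ratio not above library mean plus 5 SD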;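 also: positive B-score marks a calcium rise read as TRPC4 activation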
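Assay system: HEK293 stable line with TRPC4beta plus mu-opioid receptor. Times: dye 45 min RT, read 110 s. Measured by: kinetic Fluo4 calcium fluorescence. Measure: B score of integrated ratio. Controls: assay buffer as low control, maximal DAMGO as high control.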
ANO1 block – inhibitors of mouse TMEM16A calcium-activated chloride channel | 1.2% of 310,000 active | HEK293 TMEM16A/YFP iodide influx fluorescence, ionomycin | Q8BHY3 | normalized B-score (activity score, 25-100; higher = stronger inhibition) at 10 µM;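 active = ratio plate-corrected score three or more library SD toward inhibition, starting fluorescence score within five deviations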;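 also: score derived from kinetic fluorescence span divided by baseline fluorescence per well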
TRPC6 activator – mouse TRPC6 channel activation; Q61143; HEK293-TRPC6 membrane potential dye fluorescence; active compounds read high; B-score at 10 µM; 0.13% of 310,000 active; AID 2550;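 active = B-score of the integrated fluorescence ratio above library mean plus 3 SD, and starting fluorescence ratio within library mean plus 5 SD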;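 also: higher score means more depolarization so channel activation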
TRPC4 inh – blocks the mouse TRPC4 cation channel. 0.39% of 300,000 active. HEK293 TRPC4beta/mu-opioid, DAMGO-evoked Fluo4 calcium flux; active compounds read low. Q9QUQ5. B-score at 10 µM;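 active = B-score over 3 SD under the library average, no early fluorescence shift, positive overall ratio signal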
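Signal: kinetic Fluo4 fluorescence imaging of calcium influx. Material: stable TRPC4beta/mu-opioid receptor HEK293 cells. Probe or stimulus: DAMGO in two steps, submaximal then maximal.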
TRPC4 PAM – allosterically enhances the mouse TRPC4 cation channel; Q9QUQ5; HEK293 TRPC4beta/mu-opioid, DAMGO EC20, Fluo-4 Ca2+ flux; active compounds read high; B-score at 10 µM; 0.42% of 310,000 active;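 active = B-score of calcium response area above 5 SD of library B-scores, with initial fluorescence ratio within 5 SD of library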;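 also: B-score of integrated fluorescence ratio over time as area under calcium response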
MrgX1 allo act – human MrgX1 positive allosteric modulation, primary screen. 0.63% of 310,000 active. Q96LB2. MrgX1-HEK293, Fluo-4 calcium flux, FDSS; active compounds read high. AID 588675. B-score at 10 µM;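 active = plate-corrected calcium response at least 3 library SD above typical, normal starting fluorescence, not activating the receptor alone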;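 also: compound read alongside a low EC10 to EC30 dose of BAM8-22 agonist; peak minus trough fluorescence over baseline measured at the second addition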
TRPC6 inhibitor – inhibitors of mouse TRPC6 channel | Q61143 | AID 2553 | HEK293-TRPC6, membrane potential dye, ACh-evoked depolarization; active compounds read low | B-score at 10 µM | 1.1% of 310,000 active;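 active = B-score under library mean minus 3 SD, initial fluorescence not abnormally high, positive integrated signal ratio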;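 also: B-score derived from integrated fluorescence ratio over the kinetic read; more negative B-score means stronger inhibition of depolarization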
An asterisk follows results filed as active; i = inactive; nt = no result given.

compound	MrgX1 agonist	SKKanGAS inh	TMEM16A act	MrgX1 antag	TRPC4 agonist	ANO1 block	TRPC6 activator	TRPC4 inh	TRPC4 PAM	MrgX1 allo act	TRPC6 inhibitor
N#CNC(=Nc1cccc(F)c1)SCc1ccccc1F	i	5	i	i	i	i	i	i	i	i	i
CCNc1nc(NC(C)C)nc(OCCOC(=O)Nc2ccccc2)n1	i	-1	i	i	i	i	i	i	i	i	i
Cc1ccc(NC(=O)C(C)OC(=O)CCNS(=O)(=O)c2ccc(C)cc2)cc1 (stereo not given)	i	-13	i	i	i	i	i	i	i	i	i
COC(=O)/C=C/S(=O)(=O)c1ccc(NC(C)=O)cc1	i	15	i	i	i	i	i	i	i	i	i
Cc1ccc(NC(=O)c2ccccc2NC(=O)c2cccs2)cc1	i	-8	i	i	i	i	i	i	i	i	i
Cc1ccc2c(C(=O)CN3CCN(C(=O)c4ccco4)CC3)c(C)[nH]c2c1	i	-14	i	i	i	i	i	i	i	i	i
O=C1C(NS(=O)(=O)c2cccs2)=C(N2CCN(c3cccc(C(F)(F)F)c3)CC2)C(=O)c2ccccc21	i	55*	i	i	i	i	i	i	i	i	i
Nc1nc(N)nc(-c2ccccc2)n1	i	3	i	i	i	i	i	i	i	i	i
O=C(COc1ccc(F)cc1)N1c2ccccc2CCc2ccccc21	i	-6	i	i	i	i	i	i	i	i	i
Cc1cccc(C2Nc3ccccc3C(=O)N2NC(=O)c2ccc([N+](=O)[O-])cc2)n1 (stereo not given)	i	-3	i	i	i	i	i	i	i	i	i
Fc1ccccc1-c1nc2nc3ccccc3nc2n1CC1CCCO1 (stereo not given)	i	-12	i	i	i	i	i	i	i	i	i
CC[C@@H](C)CN1C(=O)N[C@@H](CCc2ccccc2)C(C(C)=O)=C1C	i	5	i	i	i	i	i	i	i	i	i
O=C(COC(=O)C1CC(=O)N(Cc2ccccc2)C1)Nc1ccc(Cl)cc1F (stereo not given)	i	-3	i	i	i	i	i	i	i	i	i
O=[N+]([O-])c1cc(Cl)ccc1Sc1ccccn1	i	2	i	i	i	i	i	i	i	i	i
Cc1ccc(C)c(NC(=O)c2cc3ccccc3o2)c1	i	-3	i	i	i	i	i	i	i	i	i
O=C(Nc1ccc(N2CCOCC2)nc1)c1ccc(C(F)(F)F)cc1	i	nt	i	i	i	i	i	i	i	i	i
CCOc1cc(/C=C2\CN(C)C/C(=C\c3ccc(O)c(OCC)c3)C2=O)ccc1O	i	20	i	i	i	i	i	i	i	i	i
CN1CCN(/N=C/c2ccc(Cl)c(Cl)c2)CC1	i	-6	i	i	i	i	i	i	i	i	i
CC(Sc1nnc(CNC(=O)c2ccccc2F)n1C)C(=O)Nc1nccs1 (stereo not given)	i	-4	i	i	i	i	i	i	i	i	i
COc1ccc(CNS(=O)(=O)c2c(C)[nH]c(C)c2C(=O)N2CCCCC2)cc1	i	-2	i	i	i	i	i	i	i	i	i
CCn1c(N)c(C(=O)NCC2CCCO2)sc1=S (stereo not given)	i	1	i	i	i	i	i	i	i	i	i
CCOC(=O)C1CCCN(C(=S)Nc2ccc(OC)cc2)C1 (stereo not given)	i	6	i	i	i	i	i	i	i	i	i
Nc1ccccc1NC(=O)NC(=O)c1ccccc1	i	2	i	i	i	i	i	i	i	i	i
COc1cc(C2/C(=C(/O)c3ccccc3)C(=O)C(=O)N2c2ccccn2)ccc1O (stereo not given)	i	0	i	i	i	i	i	i	i	i	i
Cc1ccccc1-c1nc(CN2CCC(C(=O)NCc3cccnc3)CC2)c(C)o1	i	4	i	i	i	i	i	i	i	i	i
O=C(NCc1ccccc1Cl)C1CCC(CNc2c(N3CCOCC3)c(=O)c2=O)CC1 (stereo not given)	i	5	i	i	i	i	i	i	i	i	i
COc1cc(/C=N\Nc2ccc([N+](=O)[O-])cn2)ccc1OCC(=O)O	i	3	nt	i	i	i	i	i	i	i	i
O=C(N1CCCC1)N1CCN(S(=O)(=O)c2ccccc2)CC1	i	-2	i	i	i	i	i	i	i	i	i
O=C(CCNC(=O)C1CCN(S(=O)(=O)c2ccccc2)CC1)NCc1ccccn1	i	6	i	i	i	i	i	i	i	i	i
O=C(Nc1nnc(Cc2ccc(Cl)cc2)s1)c1ccncc1	i	2	i	i	i	i	i	i	i	i	i
COc1ccc(CCNC(=O)CN2CCN(Cc3ccc(F)cc3)C2=O)cc1OC	i	5	i	i	i	i	i	i	i	i	i
COc1ccc(-c2nnc(SCC(=O)Nc3ccc4c(c3)OCCO4)n2N)cc1OC	i	2	i	i	i	i	i	i	i	i	i
CCOC(=O)[C@@H]1[C@H]2COc3cc(OC)ccc3[C@@H]2N2C(=O)N(c3cccc(C)c3)C(=O)[C@@]12C	i	-3	i	i	i	i	i	i	i	i	i
Cc1c(S(=O)(=O)N2CCN(c3ccccc3)CC2)c(=O)n(C)c(=O)n1C	i	-16	i	i	i	i	i	i	i	i	i
COc1cc(OC)c(OC)cc1CN1CCCC(C(=O)c2sccc2C)C1 (stereo not given)	i	-8	i	i	i	i	i	i	i	i	i
CC1CN(C(=S)Nc2ccc(Br)cc2)CC(C)O1 (stereo not given)	i	2	i	i	i	i	i	i	i	i	i
Cc1ccc(S(=O)(=O)n2c3ccc(F)cc3c3nc(C)sc32)cc1	i	24	nt	i	i	i	i	i	i	i	i
Nc1nncn1C(=O)c1ccc(Cl)cc1Cl	i	-5	i	i	i	i	i	i	i	i	i
O=[N+]([O-])c1cc(-c2ccc(/C=N/n3cnnc3)o2)ccc1Cl	i	-2	i	i	i	i	i	i	i	i	-13*
C=CCn1c(SCC(=O)OC)nc2sc3c(c2c1=O)CCN(C)C3	i	5	nt	i	i	i	i	i	i	i	-5.7*
COc1cccc2sc(N(CCCN(C)C)C(=O)C(c3ccccc3)c3ccccc3)nc12	i	-1	i	-7.1*	i	i	i	i	i	i	i
COc1ccc(C(CC(=O)Nc2ccccc2OC)n2cccc2)cc1 (stereo not given)	i	5	i	i	i	i	i	i	i	i	i
CC1=C(C(N)=O)C(c2ccc(Br)cc2)n2ncnc2N1 (stereo not given)	i	-2	i	i	i	i	i	i	i	i	i
O=C(NCC1CCCN1S(=O)(=O)c1cccs1)c1c(F)cccc1F (stereo not given)	i	-1	i	i	i	i	i	i	i	i	i
Cc1ccccc1OCC(=O)Nc1cc(Cl)ccc1Oc1ccccc1	i	9	i	i	i	i	i	i	i	i	i
O=C(NCC(c1cccs1)N1CCOCC1)c1cc(Cl)ccc1[N+](=O)[O-] (stereo not given)	i	-3	i	i	i	i	i	i	i	i	i
Cc1oc(S(=O)(=O)N(C)C)cc1C(=O)Nc1ccc(Cl)cc1	i	-2	i	i	i	i	i	i	i	i	i
CCCCNC(=O)CN1C(=O)NC2(CCOc3ccccc32)C1=O (stereo not given)	i	-5	i	i	i	i	i	i	i	i	i
CC1=CCC(C(=O)O)C(C(=O)NC2CCCCC2)C1 (stereo not given)	i	-1	i	i	i	i	i	i	i	i	i
Cc1ccc(OCC(O)CN2CCc3ccccc3C2)c(C)c1 (stereo not given)	i	-2	i	i	i	i	i	i	i	i	i
O=C(Nc1ncc(Cc2ccc(SC(F)F)cc2)s1)c1ccc(OC(F)F)cc1	i	0	i	i	i	i	i	i	i	i	i
C=C1CCN([C@@H](C)C(=O)NCc2ccc(Cl)cc2)S(=O)(=O)c2ccccc21	i	2	i	i	i	i	i	i	i	i	i
Cc1nn(Cc2ccc(C(=O)N/N=C/c3ccncc3)o2)c(C)c1Cl	i	2	i	i	i	i	i	i	i	i	i
COc1ccc2c(c1)O/C(=C\c1ccccc1C)C2=O	i	6	i	i	i	i	i	i	i	i	i
CCc1cccc(NC(=O)C2CCCN(S(=O)(=O)c3ccc4[nH]c(=O)ccc4c3)C2)c1 (stereo not given)	i	18	i	i	i	i	i	i	i	i	i
O=C(CNc1cccc2ccccc12)N/N=C/c1ccc(OC(=O)/C=C/c2ccco2)cc1	nt	1	i	nt	i	nt	i	i	i	nt	i
O=[N+]([O-])c1ccc(S(=O)(=O)c2cccc(C(F)(F)F)c2)nc1	i	6	i	i	i	i	i	i	i	i	i
COc1cc(NS(=O)(=O)c2ccc(NC(=O)CCC(=O)O)cc2)nc(OC)n1	i	-3	i	i	i	i	i	i	10*	i	i
CCC(=O)N1CCc2cc(S(=O)(=O)NCCN3CCC(C)CC3)ccc21	i	3	i	i	i	i	i	i	i	i	i
CCOC(=O)Cc1csc(NC(=O)Nc2ccccc2)n1	i	-4	i	i	i	i	i	i	i	i	i

(list continues)
compound	MrgX1 agonist	SKKanGAS inh	TMEM16A act	MrgX1 antag	TRPC4 agonist	ANO1 block	TRPC6 activator	TRPC4 inh	TRPC4 PAM	MrgX1 allo act	TRPC6 inhibitor
CCOc1ccc2c(c1)c(=O)c(S(=O)(=O)c1ccc(C)cc1)cn2CC	i	10	i	i	i	i	i	i	i	i	i
CCn1c(SCC(=O)NCC2CCCO2)nc2cc(S(=O)(=O)N3CCCCC3)ccc21 (stereo not given)	i	-3	i	i	i	i	i	i	i	i	i
O=C(COc1ccccc1)NCCSCc1ccccc1Cl	i	-6	i	i	i	i	i	i	i	i	i
COC(=O)c1ccc2c(=O)n(CCN3CCOCC3)c(=S)[nH]c2c1	i	-2	i	i	i	i	i	i	i	i	i
COc1ccc(NC(=O)CSc2nc(=O)n(CCN3CCOCC3)c3c2CCC3)c(OC)c1	i	12	i	-7.6*	i	i	i	i	i	i	i
Cc1onc(-c2c(F)cccc2Cl)c1C(=O)N1CCc2ccccc21	i	1	i	i	i	i	i	i	i	i	i
O=C(NCc1cccnc1)C(=O)NCC(c1ccco1)N1CCN(c2ccccc2F)CC1 (stereo not given)	i	8	i	i	i	i	i	i	i	i	i
